Assay outcomes as filed in PubChem.
M4 PAM: CHRM4 positive allosteric modulation; AID 624126; activation, % at 3 µM; P08173; CHO-K1 hM4/Gqi5, Fluo-8 calcium fluorescence, ACh EC20; 0% = ACh EC20, 100% = maximal ACh; hit rate 0.4% among 360,000;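 active = activation above its plate's cutoff, the mean activation of sample wells plus 3 SD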; note: some results filed as inactive read as strong as hits
Target sequence (P08173 whole entry, looked up): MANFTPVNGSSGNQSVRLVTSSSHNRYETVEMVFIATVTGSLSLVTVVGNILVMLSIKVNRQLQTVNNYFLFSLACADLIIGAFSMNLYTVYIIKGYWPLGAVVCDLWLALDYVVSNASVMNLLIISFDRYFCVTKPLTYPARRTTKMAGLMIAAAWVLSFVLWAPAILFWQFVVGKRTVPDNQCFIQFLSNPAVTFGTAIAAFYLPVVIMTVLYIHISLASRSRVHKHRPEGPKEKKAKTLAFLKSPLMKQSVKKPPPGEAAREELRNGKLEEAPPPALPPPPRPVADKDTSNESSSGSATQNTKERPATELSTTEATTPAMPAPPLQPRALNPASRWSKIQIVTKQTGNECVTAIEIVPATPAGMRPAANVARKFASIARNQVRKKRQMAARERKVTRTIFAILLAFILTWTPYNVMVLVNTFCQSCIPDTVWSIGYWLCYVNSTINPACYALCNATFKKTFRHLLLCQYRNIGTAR
CHO-K1 Ca ag: nonselective activator or artifact in parental CHO-K1 cells; AID 602248; hit rate 0.48% among 360,000; Fluo-8 calcium fluorescence; scaled to maximal ATP response, vehicle zero; activation, % at 3 µM; in the data active = activation above about 15%;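 note: untransfected CHO-K1 host cells lacking M1 receptor as counterscreen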
CHO-K1 Ca antag: counter-screen for M1 antagonists: effect in parental CHO-K1 cells | ATP-induced calcium, Fluo-8 fluorescence | inhibition, % at 3 µM | hit rate 0.6% among 360,000;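 active = inhibition above a per-plate cutoff, the plate's mean sample inhibition plus 3 SD, cut at about 24% in these data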;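 note: 0% = DMSO plus EC80 ATP and 100% = DMSO alone without ATP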
CHRM4 agonist: agonists of human muscarinic M4 receptor (CHRM4); AID 624127; hit rate 0.14% among 360,000; CHO-K1 hM4/Gqi5, Fluo-8 calcium fluorescence; vehicle 0%, full acetylcholine response 100%; P08173; activation, % at 3 µM;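 active = activation above the run mean over all test wells plus 3 SD, cut at about 32% in these data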;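 note: peak over basal fluorescence ratio per well then scaled between controls; 0% = DMSO wells and 100% = acetylcholine at EC100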
M5 ag: CHRM5 agonism in calcium assay. hit rate 0.19% among 360,000. CHO-K1 hM5 cells, Fluo-8 calcium fluorescence; 0% DMSO wells, 100% maximal acetylcholine response. P08912. activation, % at 3 µM. AID 624037;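 active = activation above the run's mean over test compounds plus 3 SD, cut at about 23% in these data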;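 note: signal is peak over basal fluorescence ratio across the kinetic read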
Target sequence (P08912 whole entry, looked up): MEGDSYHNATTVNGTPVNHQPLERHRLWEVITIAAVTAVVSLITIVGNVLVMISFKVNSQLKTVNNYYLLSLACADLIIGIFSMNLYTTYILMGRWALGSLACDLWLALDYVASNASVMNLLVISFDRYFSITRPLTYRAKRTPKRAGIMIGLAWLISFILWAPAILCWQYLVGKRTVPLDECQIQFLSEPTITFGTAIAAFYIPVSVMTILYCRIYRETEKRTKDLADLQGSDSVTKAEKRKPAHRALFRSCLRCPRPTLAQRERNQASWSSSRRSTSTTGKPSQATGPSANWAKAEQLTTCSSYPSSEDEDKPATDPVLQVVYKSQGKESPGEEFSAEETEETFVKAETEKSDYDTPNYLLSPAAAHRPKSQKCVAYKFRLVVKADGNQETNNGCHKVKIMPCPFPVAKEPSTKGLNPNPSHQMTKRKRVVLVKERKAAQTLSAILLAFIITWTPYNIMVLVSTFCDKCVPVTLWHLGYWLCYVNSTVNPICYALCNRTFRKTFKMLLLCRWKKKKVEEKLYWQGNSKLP
M4 antag: antagonists of human muscarinic M4 receptor (CHRM4); P08173; CHO-hM4 cells, ACh EC80, Fluo-8 calcium fluorescence; inhibition, % at 3 µM; hit rate 0.73% among 360,000;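 active = inhibition above its plate's cutoff, the mean inhibition of sample wells plus 3 SD, cut at about 27% in these data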;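 note: 0% = acetylcholine EC80 with DMSO and 100% = DMSO without agonist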
M5 PAM: potentiates acetylcholine response at human M5 receptor; P08912; CHO-K1 hM5, Fluo-8 calcium, ACh EC20 PAM; 0% = ACh EC20, 100% = ACh EC100; activation, % at 3 µM; hit rate 0.3% among 360,000; AID 624038;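 active = activation above the run cutoff, the mean activation of all test compounds plus 3 SD, cut at about 18% in these data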
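System: CHO-K1 hM5 cells. Reagent: acetylcholine, EC20 level. Compound dosing: single dose, 3 µM nominal final test concentration. Timing: Post-acetylcholine fluorescence recording 140 s. Detection: Fluo-8 calcium fluorescence. Read-out: % activation, ACh-normalized. Benchmarks: ACh EC20 and EC100 wells. Repeats: singlicate, one well per test compound.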
M5 antag: CHRM5 antagonism in calcium assay; P08912; CHO-hM5 cells, Fluo-8 calcium fluorescence, ACh EC80; inhibition, % at 3 µM; hit rate 0.59% among 360,000;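 active = inhibition above a per-plate cutoff, the mean of that plate's test compounds plus 3 SD, cut at about 27% in these data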;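 note: 0% = acetylcholine EC80 with DMSO and 100% = DMSO without agonist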
M1 PAM parental: M1 PAM counterscreen hit in parental CHO-K1 cells; ATP EC20, Fluo-8 calcium fluorescence; 0% at ATP EC20, 100% at ATP max; activation, % at 3 µM; hit rate 0.02% among 360,000; AID 602247;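 active = activation above the run cutoff, the mean activation of all test compounds plus 3 SD, cut at about 40% in these data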;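 note: peak over basal fluorescence ratio in a 140 s read after ATP addition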
Numbers without * were called inactive; x = no result given.

Structure | M4 PAM | CHO-K1 Ca ag | CHO-K1 Ca antag | CHRM4 agonist | M5 ag | M4 antag | M5 PAM | M5 antag | M1 PAM parental
COc1ccc2[nH]c3c(=O)n(CCCCC(=O)N4CCC(C(N)=O)CC4)c(=S)[nH]c3c2c1 | 7 | 0.5 | -15 | 0 | 3 | -4 | 1 | -2 | 2
CCCCn1c(N)c(N(CC(C)C)C(=O)c2ccc(OCC3CCCO3)cc2)c(=O)[nH]c1=O (centres undefined) | 7 | 1.3 | -7 | 0 | 2 | -6 | -2 | -1 | 0
CCOC(=O)c1sc(NC(=O)c2cc(-c3ccccc3)nc3ccccc23)c(C#N)c1C | 1 | 1.2 | 1 | 6 | 5 | 0 | -2 | 5 | 4
Cc1ccc(-c2nn(-c3ccccc3)cc2/C=N/O)cc1 | 3 | -0.2 | -9 | -2 | -1 | 0 | 6 | 0 | 15
CCOC(=O)C1CCN(C(=O)COC(=O)COc2ccc(Cl)cc2)CC1 | 5 | 0.2 | -2 | 3 | 8 | 2 | 4 | -4 | -11
CS(=O)(=O)c1ccccc1C(=O)Nc1ccc2sccc2c1 | 2 | 0.9 | -10 | 1 | -3 | 1 | -2 | -7 | -1
CCCNC(=O)COC(=O)CCC(=O)c1ccc(F)cc1 | -5 | -0.1 | 1 | 0 | -2 | -1 | -5 | 2 | -1
O=C(c1ccco1)N1CCN(C(c2ccc(F)cc2)c2nnnn2CC2CCCO2)CC1 (centres undefined) | -5 | 0.2 | 10 | 0 | -2 | -2 | -5 | 1 | -7

(listing goes on)
Structure | M4 PAM | CHO-K1 Ca ag | CHO-K1 Ca antag | CHRM4 agonist | M5 ag | M4 antag | M5 PAM | M5 antag | M1 PAM parental
Cc1ccc(NC(=O)C(C)[n+]2ccccc2)cc1[N+](=O)[O-] (centres undefined) | -8 | 0.1 | 3 | -1 | -5 | 7 | 2 | 2 | 12
CCC[C@H]1CN(c2ccc(Br)cc2)C(=O)[C@@H]1CC(=O)Nc1ccccc1 | -3 | -0.5 | -13 | 1 | -2 | -7 | 1 | 0 | 11
O=C(c1ccncc1)N1CCN(S(=O)(=O)c2ccc3ccccc3c2)CC1 | -8 | 1.5 | -6 | 3 | 4 | 7 | -1 | -5 | 11
COc1ccc2cc(C3C(C#N)=C(N)OC(C)=C3C(C)=O)c(Cl)nc2c1 (centres undefined) | 10 | 0.3 | -11 | 0 | 1 | 1 | -11 | 24 | 13
COc1ccc(C(=O)CSc2nnc(C(CO)NC(=O)c3ccc(OC)cc3)n2C)cc1 (centres undefined) | 15 | -0.1 | -13 | 0 | -4 | -22 | -2 | 8 | 3
COc1ccc(N2CCN(C(=O)CN(Cc3ccc(Cl)cc3)S(C)(=O)=O)CC2)cc1 | -6 | 6.6 | -15 | 8 | 3 | 0 | -4 | 1 | 15
COc1ccc(S(=O)(=O)N[C@@H](Cc2ccc(Cl)cc2)C(=O)N2CC[C@@]3(O)CCCC[C@H]3C2)cc1 | 3 | 0.8 | -1 | 10 | 4 | 4 | -6 | 0 | 17
c1ccc2c(c1)ccc1nnc(-c3ccc4c(c3)OCO4)n12 | 11 | 0.9 | -16 | 4 | 0 | -3 | 3 | -10 | 7

Next section
Structure | M4 PAM | CHO-K1 Ca ag | CHO-K1 Ca antag | CHRM4 agonist | M5 ag | M4 antag | M5 PAM | M5 antag | M1 PAM parental
CCCN1CCC(NC(=O)Nc2ccccc2C(=O)OC)CC1 | 5 | 0.1 | -8 | 1 | 0 | -3 | -3 | -2 | 19
Cn1nc(C(=O)Nc2cccc(Cl)c2)cc1C(=O)Nc1cccc(Cl)c1 | -5 | 7.5 | 4 | 8 | 3 | 3 | -17 | 20 | 5
O=[N+]([O-])c1ccc(CSCc2ccc([N+](=O)[O-])cc2)cc1 | 5 | 1.4 | -6 | 0 | 1 | -7 | -6 | 10 | 13
O=S(=O)(NCCc1cn2ccccc2n1)c1ccc(-c2ccccc2)cc1 | -4 | 12 | -10 | 13 | 0 | -14 | -8 | 5 | 5
Cc1nc2cc(-c3ccccc3)nn2c(N)c1-c1ccccc1 | 3 | -0.1 | -8 | 2 | -4 | -1 | -8 | 7 | 0
O=C(COC(=O)c1ccccc1)Nc1ccccc1Sc1ccccc1 | -8 | 4.7 | -3 | -1 | -5 | 5 | -5 | -4 | 24
O=C(NC1CCCCC1)c1ccc(S(=O)(=O)N2CCOCC2)cc1 | 3 | 0.2 | -10 | 0 | 1 | 8 | -2 | -4 | 0
O=C(CN1CCCc2ccccc21)N1CCc2ccccc21 | 2 | 0.0 | 1 | 1 | 1 | 16 | 4 | 5 | -12

Laid out differently: 4 of the compounds above
Cn1nc(C(=O)Nc2cccc(Cl)c2)cc1C(=O)Nc1cccc(Cl)c1
  M4 PAM: -5	CHO-K1 Ca ag: 7.5	CHO-K1 Ca antag: 4	CHRM4 agonist: 8	M5 ag: 3	M4 antag: 3	M5 PAM: -17	M5 antag: 20	M1 PAM parental: 5

c1ccc2c(c1)ccc1nnc(-c3ccc4c(c3)OCO4)n12
  M4 PAM: 11	CHO-K1 Ca ag: 0.9	CHO-K1 Ca antag: -16	CHRM4 agonist: 4	M5 ag: 0	M4 antag: -3	M5 PAM: 3	M5 antag: -10	M1 PAM parental: 7

Cc1ccc(NC(=O)C(C)[n+]2ccccc2)cc1[N+](=O)[O-] (centres undefined)
  M4 PAM: -8	CHO-K1 Ca ag: 0.1	CHO-K1 Ca antag: 3	CHRM4 agonist: -1	M5 ag: -5	M4 antag: 7	M5 PAM: 2	M5 antag: 2	M1 PAM parental: 12

CCCN1CCC(NC(=O)Nc2ccccc2C(=O)OC)CC1
  M4 PAM: 5	CHO-K1 Ca ag: 0.1	CHO-K1 Ca antag: -8	CHRM4 agonist: 1	M5 ag: 0	M4 antag: -3	M5 PAM: -3	M5 antag: -2	M1 PAM parental: 19

(list continues)
Structure | M4 PAM | CHO-K1 Ca ag | CHO-K1 Ca antag | CHRM4 agonist | M5 ag | M4 antag | M5 PAM | M5 antag | M1 PAM parental
NC(=O)CSc1cn(Cc2ccccc2)c2ccccc12 | -4 | 1.2 | -21 | 2 | 0 | 6 | 9 | 0 | 13
Cc1onc(-c2ccccc2Cl)c1C(=O)Nc1nnc(-c2ccc(Br)cc2)s1 | -5 | 1.6 | 11 | 8 | -3 | -36 | -12 | -2 | 4
Cc1cc(=O)n2[nH]c(-c3ccc(C(C)(C)C)cc3)cc2n1 | 8 | -0.1 | -21 | 4 | 3 | 1 | -11 | 3 | -3
NC(c1csc(Nc2ncccn2)n1)c1ccccc1Cl (centres undefined) | 4 | 0.1 | -9 | 1 | 4 | -2 | -1 | -2 | 1
CC1CCC(C(C)C)C(=O)/C1=C/c1ccc(N)cc1 (centres undefined) | -1 | 0.7 | -10 | -1 | 12 | -2 | 4 | 0 | 13
O=C(CN(Cc1ccco1)C(=O)c1ccc([N+](=O)[O-])cc1)Nc1ccccc1C(F)(F)F | 3 | 0.1 | 3 | 3 | 2 | -1 | -2 | 3 | 14
COc1cccc(N2CCN(C(=O)c3cc(C)oc3C)CC2)c1 | 4 | 0.3 | -15 | 2 | -1 | 6 | -5 | 16 | 11
Brc1ccc(-c2n(-c3ccccn3)c3ccccc3[n+]2-c2ccccn2)cc1 | 0 | 0.9 | -24 | -1 | -5 | 6 | -4 | 5 | 12

Next part
The line under a structure holds: M4 PAM, CHO-K1 Ca ag, CHO-K1 Ca antag, CHRM4 agonist, M5 ag, M4 antag, M5 PAM, M5 antag, M1 PAM parental
> Cc1cc(NC(=O)/C=C/c2cccc(F)c2)n(-c2nc3ccccc3[nH]2)n1
    -2, -0.1, 3, 0, 3, 1, -9, 5, 17
> O=C(OCc1cccc([N+](=O)[O-])c1)c1cc2ccccc2oc1=O
    10, -0.3, -7, 1, -2, 0, 5, 17, 20
> O=C(CCN1CCN(c2ccccc2)CC1)Nc1ccc(Cl)cc1
    2, 2.2, -6, 4, -6, -2, 8, -6, 9
> CCCc1cc(=O)oc2cc(OCC(=O)N3CCC(C(N)=O)CC3)ccc12
    4, 0.1, 1, 1, 3, -10, 3, 3, 15
> CCSC1=NCN(CCCC(=O)O)CN1
    -3, 0.4, -5, 1, 2, 3, -3, 2, 9
> Cc1ccc(S(=O)(=O)N2[C@H](CC(=O)c3ccc(Cl)c(Cl)c3)OC[C@@H]2C(C)C)cc1
    4, x, x, 0, 0, -20, -1, -8, x
> COc1ccc(OCCSc2n[nH]c(N)n2)cc1
    -4, 0.5, -7, 1, -3, 2, -2, -3, 14
> O=C(NNC(=S)NCc1ccccc1)c1cccnc1
    8, 1.1, 1, 1, -2, 0, 1, 4, 9
> O=C(NCc1ccccn1)C1CCC(CNS(=O)(=O)c2cccc3nsnc23)CC1 (centres undefined)
    0, 1.1, -20, 1, -17, -2, -1, 3, 19
> CCSc1nnc(NC(=O)c2nc(S(=O)(=O)Cc3ccc(F)cc3)ncc2Cl)s1
    2, 0.1, -4, 0, -1, -3, 1, -13, -4
> CC(C)(C)c1nnc(N/N=C/c2cc(Br)ccc2O)n(N)c1=O
    -31, 11, 15, 29, 9, 34*, -22, 20, -4
> Cc1[nH]c2ccccc2c1SCCNC(=O)c1ccc(S(=O)(=O)N2CCCC2)cc1
    1, 3.8, 0, 10, 2, -4, -5, 0, 21
> CCN(CC)C(=O)Cn1cc(S(=O)(=O)CC(=O)N2CCOCC2)c2ccccc21
    -4, 0.3, -4, 0, -3, -2, -4, 4, 15
> Cc1ccc(NNC(=O)c2snnc2C)cc1Cl
    -12, 0.4, -8, 1, -3, -12, -8, 16, 13
> CCN1CCN(c2nnc(-c3ccc(C)cc3)c3ccccc23)CC1
    2, 0.7, -10, 0, -4, -1, 3, 11, 20
> COc1cc(O)c(C(CC(=O)N2CCOCC2)c2cc(OC)c(OC)c(OC)c2)c(OC)c1 (centres undefined)
    3, 0.0, -9, 1, 4, -7, -5, 7, 0
> COc1cccc(NC(=O)c2ncc(Cl)c(Cl)c2Cl)c1
    -10, -1.0, -10, 0, -6, 2, -4, 6, 4
> Cc1cc(C)n(C(=O)Cn2nc(C(F)F)cc2C)n1
    8, -0.1, 5, 0, -3, 1, -7, 9, -5
> Cc1cc(NS(=O)(=O)c2cccs2)no1
    3, 0.8, -1, 1, -1, 8, 0, -4, 18
> COc1ccc(/C=N\NC(=O)COc2ccccc2)c(C(=O)O)c1OC
    4, 0.0, 11, 0, -3, -3, 1, 5, -3
> O=C(CNC(=S)N(Cc1ccccc1F)C1CCCCC1)NCCN1CCOCC1
    2, -1.3, 7, 3, -9, 1, 6, -3, -17
> NS(=O)(=O)c1ccc(NC(=O)CSc2nnc(NC3CC3)s2)cc1
    9, 0.3, -3, 1, 0, -9, -5, -4, -9
